CCT chaperon mod = changes cytosolic chaperonin activity; purified chaperonin ATPase assay, HTRF ADP detection, 30 min; activity change, % (test concentration not listed), hits read low; actives 0.3% (n = 360,000); in the data active = activity change below about -30%; note: % is set by controls: 0 for no effect and ±100 for the full control effect
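Enzyme 40 or 20 nM (batch-dependent) in Tris pH 7.4/KCl/MgCl2/DTT; cpd 76 uM single point; ATP 10 uM; 30 min 37 °C; Transcreener ADP HTRF detection, 30 min RT; ratio 665/615.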
Akt phos inh = inhibitors of Akt phosphorylation. Neuro2A IGF-stimulated pAkt S473 HTRF, 20 min; stronger effect = lower value. activity change, % for hits at 50 µM. actives 0.32% (n = 360,000); in the data active = activity change below about -80%; inconclusive = mostly about -51% to -80%; note: % is set by controls: 0 for no effect and ±100 for the full control effect
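Neuro2A cells (4,500/well, DMEM with 0.5% FBS) were treated with compound at a single 50 µM final concentration, stimulated with 6 nM IGF for 20 min at 37 °C, and lysed. Phospho-Akt Ser473 was read by HTRF as 665/615 ratio ×10^4.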
Nrf2 ARE act = activates Nrf2 signaling; AREc32 ARE-luciferase reporter (MCF7-derived line), luminescence, 24 h; Potency, µM (titrated, usually from 46.1 µM), for inactives: at the top dose activation, usual class: activators; actives 0.31% (n = 410,000); note: potency is the fitted concentration of half-maximal effect; % of control where 0% means no effect; nearly all actives have a fitted effect of over 65% in size
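AREc32 cells carrying an ARE-driven firefly luciferase reporter were seeded at 1000 cells/well in OPTI-MEM with 5% FBS, then exposed to compound for 24 hr at 37 deg C. Luminescence was read with Steady-Glo after 30 min at RT.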
HepG2 tox = HepG2 cytotoxicity, counter-screen for TGF-b inhibitors; HepG2 CAGA-GFP viability, ATP luminescence, 18 h; Potency, µM (titrated, usually from 46.1 µM), for inactives: at the highest dose activity change, negative = cytotoxicity, usual class: cytotoxic; AID 588856; actives 0.76% (n = 410,000); note: potency is the fitted concentration of half-maximal effect; some results filed as inactive show a strong effect at the top dose
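HepG2 CAGA-GFP cells (1000/well, DMEM with 1% FBS) received compound, then TGF-beta at 500 pg/mL final, and were incubated 18 hours at 37 degrees C. Viability was read by CellTiter-Glo luminescence. Media-only wells were set as complete cell-killing and DMSO as no toxicity.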
Abeta rescue = A-beta toxicity reversal in yeast | yeast expressing A-beta42, growth rescue, OD600, 48 h; response scale: 0% DMSO, 100% iron-clioquinol control | actives 0.063% (n = 410,000) | Potency, µM (highest dose often 46.1 µM), for inactives: top-dose growth rescue, usual class: activators | AID 1347071; note: potency is the fitted concentration of half-maximal effect; nearly all actives have a fitted effect of over 55% in size
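Yeast growth medium received pinned compounds, then yeast cells expressing toxic A-beta were added; plates incubated at 30 C for 48 hr. Growth read as absorbance at 600 nm, normalized to DMSO and equimolar FeCl3 plus clioquinol controls.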
Nrf2 block = blocks Nrf2 signaling; A549 ARE-Fluc reporter, luciferase luminescence, 18-24 h; Potency, µM (highest dose often 46 µM), for the others: top-dose activity change, negative = inhibition, hits mostly inhibitors; actives 2.1% (n = 360,000); AID 504444; note: potency is the fitted concentration of half-maximal effect; % is set by controls: 0 for no effect and ±100 for the full control effect; nearly all actives have a fitted effect of over 60% in size
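Two sequential reads on A549 ARE_Fluc cells exposed to compound for 18-24 h: a CellTiter-Fluor fluorescence read for viability, then a luciferase luminescence read for Nrf2/ARE activity.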
A549 tox = counter-screen for Nrf2 inhibitors: cytotoxicity in A549 cells. A549 ARE-Fluc cells, CellTiter-Fluor viability, 18-24 h. Potency, µM (highest dose often 46 µM), for inactives: top-dose activity change, negative = cytotoxicity, most hits filed as inhibitors. actives 0.16% (n = 390,000); note: potency is the fitted concentration of half-maximal effect; % is set by controls: 0 for no effect and ±100 for the full control effect
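A549 ARE_Fluc cells in 5% FBS OPTI-MEM were exposed to compounds in concentration-response for 18-24 h at 37 deg C. Viability was read by CellTiter-Fluor fluorescence (Ex 405/Em 525) after 30 min, before the luciferase read.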
Mm-Cpn inhibitor = inhibitors of Methanococcus maripaludis chaperonin (MmCpn); purified Mm-Cpn ATPase, ADP Transcreener TR-FRET; actives 0.031% (n = 330,000); Potency, µM (titrated, usually from 76.9 µM), for the others: at the top dose activity, negative = inhibition, actives largely listed as inhibitors; note: potency is the fitted concentration of half-maximal effect; % is set by controls: 0 for no effect and ±100 for the full control effect; nearly all actives have a fitted effect of over 80% in size
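ATPase read-out: TR-FRET ADP immunoassay (anti-ADP Eu cryptate vs ADP-d2), ex 320 nm, em 590/665 nm; signal drops as ADP forms. Enzyme 25 nM, ATP 10 uM, 30 min at 37°C after 10 min compound preincubation.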
TGFb inhibitor = TGF-b pathway inhibition | HepG2 CAGA-GFP TGF-b/SMAD3 reporter, GFP fluorescence, 18 h; TGF-beta stimulated, 500 pg/mL final | Potency, µM (highest dose often 46.1 µM), for the others: at the highest dose activity, negative = inhibition, actives largely listed as inhibitors | actives 1.2% (n = 410,000); note: potency is the fitted concentration of half-maximal effect; % is set by controls: 0 for no effect and ±100 for the full control effect; nearly all actives have a fitted effect of over 65% in size
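GFP signal (ex488/em500-530) from TGF-beta-stimulated HEPG2 CAGA-GFP cells, 500 pg/mL final, 18 h at 37 degrees C in DMEM plus 1% FBS, normalized to unstimulated and DMSO-stimulated controls.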
Numbers without * were called inactive; i = inactive; ? = inconclusive; . = not tested or not shown; [ ] = dose if it differs, or a comment. Unless noted, calls come from the whole dose curve; as a rule, active = well fitted curve in the direction sought with a large enough effect; inconclusive = small, poorly fitted or top-dose-only effect, or another doubt; inactive = no such curve, though single readings can be large; an effect the other way counts as inactive or inconclusive.

structure	CCT chaperon mod	Akt phos inh	Nrf2 ARE act	HepG2 tox	Abeta rescue	Nrf2 block	A549 tox	Mm-Cpn inhibitor	TGFb inhibitor
O=C(Nc1ccccc1N1CCCCC1)C1=COCCO1	-5.3	i	0.3%	-22%	14%	-4%	0%	-1%	-12%
N#Cc1sc(C(N)=O)c(-c2ccccc2)c1-c1ccccc1	-1.7	i	0.1%	-38%	5%	1%	1%	-1%	20%
COC(=O)c1ccc(C(=O)Nc2ccc(-c3nc4cc(NC(=O)c5ccc(C(=O)OC)cc5)ccc4o3)cc2)cc1	.	.	-0.8%	14%	2%	3%	-3%	.	35%
O=C(NCc1ccccc1)c1cc(C2COCCN2S(=O)(=O)c2cccs2)on1 (stereo not given)	1.5	i	-0.2%	9%	-7%	.	.	.	-1%
COCCN1Cc2cccc(C(=O)NCc3ccc4c(c3)OCO4)c2C1=O	0.9	i	-0.1%	-20%	0%	?	11%	-1%	-11%
COCCCNC(=O)c1ccc(CS(=O)(=O)c2ccccc2C)o1	0.1	i	-1.1%	0%	-4%	8%	-3%	1%	0%
COc1ccccc1OCCC(=O)OCC(=O)NCc1ccccc1	-2.3	i	-0.9%	-5%	-16%	-6%	-1%	0%	3%
CCn1cc(/C=C/C(=O)Nc2ccn(Cc3c(F)c(F)cc(F)c3F)n2)cn1	-0.5	i	5.2%	1%	-1%	9%	12%	-1%	-19%
O=C(Nc1ccc(-c2n[nH]c(=S)o2)cc1)c1ccccc1Cl	-4.0	i	0.5%	-3%	-4%	-7%	0%	-4%	-1%
CN(c1cc(=O)n2ccccc2n1)C1CCCCC1	0.2	i	3.6%	-10%	-10%	12%	-13%	0%	19%
Cn1c(=O)cc(NCc2ccccc2)[nH]c1=O	1.7	i	0.5%	-4%	-9%	8%	10%	-3%	15%
CN1CCN(NC(=O)/C=C/c2cccc(Cl)c2)CC1	1.2	i	-0.5%	0%	-8%	11%	-6%	1%	19%
CCOC(=O)c1c(NC(=O)c2nn(C)cc2[N+](=O)[O-])sc(C)c1C	-0.6	i	0.9%	20%	-23%	-6%	4%	0%	-6%
CNc1oc(C)nc1S(=O)(=O)c1ccc(C)cc1	-1.0	i	-0.6%	6%	-3%	-20%	-7%	0%	-17%
COc1ccc(C(=O)Nc2ccc3oc(-c4cccnc4)nc3c2)cc1	.	.	-0.4%	8%	-16%	?	0%	.	-10%
Cc1cc(NC(=O)c2ccccc2Oc2ccccc2)no1	-3.0	i	-0.4%	-2%	9%	-14%	0%	2%	-3%
O=C1c2ccccc2C(Nc2ccc(S(=O)(=O)N3CCCCCC3)cc2)N1Cc1ccco1 (stereo not given)	0.4	i	6.6%	-17%	3%	-23%	-3%	-1%	-24%
CC(C)CCNc1ncnc2c1cnn2Cc1ccccc1Cl	-1.8	i	0.3%	-18%	-1%	-26%	-14%	2%	-1%
CCN(CC(=O)Nc1cccc(S(=O)(=O)N2CCCCC2)c1)Cc1ccccc1	-1.2	i	0.1%	-8%	-7%	?	7%	1%	?
CC(C)(C)CN1CCNC(=O)C1CC(=O)NCCN1CCCc2ccccc21 (stereo not given)	-3.9	i	-0.3%	-19%	-2%	-6%	-5%	2%	-15%
COc1cc(NC(=O)Cn2c(=O)n(Cc3ccccc3)c(=O)c3oc4ccccc4c32)cc(OC)c1	.	.	-0.1%	3%	-5%	12%	-5%	.	3%
COc1ccc(CCNC(=O)CSc2nc3c(sc(=S)n3-c3ccccc3)c(=O)[nH]2)cc1OC	-1.3	i	-1.7%	4%	3%	.	.	.	-11%
COc1cccc(O)c1CN1CCC(C(=O)Nc2ccc(Oc3cccnc3)cc2)CC1	1.0	i	3.9%	0%	0%	3%	-4%	0%	4%
CN(C)/C=C/c1oc2ccc(O)cc2c1[N+](=O)[O-]	-1.5	i	7.0%	-8%	-12%	?	16µM*	-13%	-14%
Cc1cc2nc(-c3ccc(F)cc3)c(Cc3ccccc3)n2c(C)c1Br	-0.8	i	9.0%	-32%	-2%	.	.	.	-38%
CCCn1c(=O)n(C)c(=O)c2c(SCC(=O)NCC(c3ccccc3)N(C)C)nc(CC(C)C)nc21 (stereo not given)	-2.7	i	3.2%	0%	-17%	-14%	-24%	1%	4%
O=C(COC(=O)Cc1ccccc1F)Nc1cc(S(=O)(=O)N2CCOCC2)ccc1N1CCCC1	-2.0	i	0.3%	-35%	25%	12%	11%	0%	-14%
Nc1c(S(=O)(=O)c2ccccc2)c2nc3ccccc3nc2n1CCN1CCOCC1	-2.0	i	-0.4%	9%	0%	-13%	0%	2%	-1%
CCOC(=O)c1c(C)nn(-c2ccc(NC(=O)c3c(C)noc3C)cc2)c1C	-2.9	i	4.2%	-3%	-12%	?	2%	-2%	3%
Cc1noc(/C=C/c2cccs2)c1S(=O)(=O)N1CCC(C(=O)NCCCN2CCC(C)CC2)CC1	-0.6	i	-0.8%	-77%	18%	3%	8%	1%	?
O=C(NNC(=S)Nc1ccccc1)c1ccncc1	-1.9	i	2.9%	-1%	-9%	20%	1%	-4%	-2%
CC(=O)N=C1SC2CS(=O)(=O)CC2N1Cc1ccc(C)cc1 (stereo not given)	-1.1	i	-0.6%	12%	4%	2%	0%	-1%	11%
COc1cc2cc(C)c3nnc(SCC(=O)Nc4cc(C)on4)n3c2cc1OC	0.6	i	0.4%	9%	7%	1%	1%	4%	17%
COc1cccc(C(=O)CC(C(=O)O)c2ccc(F)cc2)c1 (stereo not given)	-4.5	i	-0.7%	0%	17%	-5%	-2%	0%	-17%
CCOC(=O)NC(=O)c1cn(N(C)c2ncc(C(F)(F)F)cc2Cl)c(=O)[nH]c1=O	-0.1	i	0.3%	-139%	-7%	5%	3%	0%	-3%
CCN(CC)S(=O)(=O)c1ccc(OC)c(NC(=O)c2cc(=O)[nH]c3ccccc23)c1	-2.7	i	2.2%	0%	-6%	?	1%	-4%	49%[activator]
COc1ccc2oc(C(=O)c3ccccc3)c(N)c2c1	-2.0	i	18%	-22%	8%	24%	-14%	1%	1%
CCOC(=O)NC(=O)/C(C=Nc1ccc(Cl)cc1)=C(\C)O	0.9	i	0.1%	-32%	-29%	1%	7%	1%	-11%
COc1cc(C(=O)OCc2nc3ccsc3c(=O)[nH]2)c([N+](=O)[O-])cc1OC	0.6	i	7.0%	-81%	5%	-28%	1%	-1%	3%
Cc1noc(C)c1C(=O)N1CCN(S(=O)(=O)c2cccs2)CC1	-1.4	i	-0.6%	25%	-8%	14%	-7%	.	13%

Structures above containing an NH in an aromatic ring:
structure	CCT chaperon mod	Akt phos inh	Nrf2 ARE act	HepG2 tox	Abeta rescue	Nrf2 block	A549 tox	Mm-Cpn inhibitor	TGFb inhibitor
O=C(Nc1ccc(-c2n[nH]c(=S)o2)cc1)c1ccccc1Cl	-4.0	i	0.5%	-3%	-4%	-7%	0%	-4%	-1%
Cn1c(=O)cc(NCc2ccccc2)[nH]c1=O	1.7	i	0.5%	-4%	-9%	8%	10%	-3%	15%
COc1ccc(CCNC(=O)CSc2nc3c(sc(=S)n3-c3ccccc3)c(=O)[nH]2)cc1OC	-1.3	i	-1.7%	4%	3%	.	.	.	-11%
CCOC(=O)NC(=O)c1cn(N(C)c2ncc(C(F)(F)F)cc2Cl)c(=O)[nH]c1=O	-0.1	i	0.3%	-139%	-7%	5%	3%	0%	-3%
CCN(CC)S(=O)(=O)c1ccc(OC)c(NC(=O)c2cc(=O)[nH]c3ccccc23)c1	-2.7	i	2.2%	0%	-6%	?	1%	-4%	49%[activator]
COc1cc(C(=O)OCc2nc3ccsc3c(=O)[nH]2)c([N+](=O)[O-])cc1OC	0.6	i	7.0%	-81%	5%	-28%	1%	-1%	3%

(listing goes on)
structure	CCT chaperon mod	Akt phos inh	Nrf2 ARE act	HepG2 tox	Abeta rescue	Nrf2 block	A549 tox	Mm-Cpn inhibitor	TGFb inhibitor
CC(=O)c1c(C)[nH]c(C(=O)OCC(=O)N2c3ccccc3NC(=O)C2(C)C)c1C	-5.8	i	0.7%	-22%	0%	?	4%	0%	-17%
Cc1cc([N+](=O)[O-])nn1CCCC(=O)Nc1ccc2c(c1)OCO2	-3.6	i	0.1%	0%	-9%	1%	1%	-3%	-1%
Cc1nc(NCc2ccco2)nc2c1C(=O)CC(C)C2 (stereo not given)	-1.5	i	2µM*	-18%	7%	.	18%	-4%	5%
O=C(Nc1cccc2cccnc12)c1cccs1	.	.	.	7%	.	?	2%	.	-13%
O=C(O)/C=C/C(=O)NCc1ccccn1	1.3	i	0.2%	8%	-7%	16%	0%	-1%	-24%
COc1ccc(Cn2c(CCC(=O)Nc3ccc(C)cc3C)nc3cccnc32)cc1	.	.	3.1%	-17%	13%	-14%	-13%	.	-24%
Nc1nc2ccccc2n1Cc1ccc(Cl)c(Cl)c1	0.1	i	-0.8%[9.22 µM]	-19%	-4%	-16%	?	5%	-10%
COc1ccc(C(c2nnnn2C2CCCC2)N2CCN(C/C=C/c3ccccc3)CC2)cc1 (stereo not given)	-0.2	i	3.3%	-2%	1%	.	.	.	-23%
COc1cc(OC)c(NC(=O)NCc2ccc3c(c2)CCN3C(=O)c2ccccc2)cc1Cl	.	.	5.1%	7%	-27%	.	-5%	.	?
